M4 PAM – human M4 muscarinic receptor positive allosteric modulators, primary screen, CHO-K1 cells, Fluo-8 calcium fluorescence; CHO-K1 hM4/Gqi5, ACh EC20; 0% = ACh EC20, 100% = maximal ACh; activation, % at 3 µM; 0.4% of 360,000 active;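 active = activation above its plate's cutoff, the mean activation of sample wells plus 3 SD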; also: some results filed as inactive read as strong as hits
Target sequence (P08173 whole entry, looked up): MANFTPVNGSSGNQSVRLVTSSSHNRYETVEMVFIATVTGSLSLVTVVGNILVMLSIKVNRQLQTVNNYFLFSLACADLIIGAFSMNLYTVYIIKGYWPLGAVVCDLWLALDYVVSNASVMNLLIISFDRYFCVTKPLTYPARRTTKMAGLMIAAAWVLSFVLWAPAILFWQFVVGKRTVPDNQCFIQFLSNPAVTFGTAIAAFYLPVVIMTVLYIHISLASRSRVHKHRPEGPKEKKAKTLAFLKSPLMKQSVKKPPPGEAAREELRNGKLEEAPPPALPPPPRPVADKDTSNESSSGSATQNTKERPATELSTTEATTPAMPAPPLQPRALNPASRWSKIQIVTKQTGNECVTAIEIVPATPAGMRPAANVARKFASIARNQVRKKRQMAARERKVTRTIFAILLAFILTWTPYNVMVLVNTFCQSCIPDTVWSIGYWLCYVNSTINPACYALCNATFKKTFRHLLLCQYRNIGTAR
M5 ag – human M5 muscarinic receptor agonists, primary screen, CHO-K1 cells, Fluo-8 calcium fluorescence; Muscarinic acetylcholine receptor M5 (Homo sapiens), P08912; CHO-K1 hM5 cells; 0% DMSO wells, 100% maximal acetylcholine response; activation, % at 3 µM; 0.19% of 360,000 active;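 active = activation above the run's mean over test compounds plus 3 SD, cut at about 23% in these data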;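 also: signal is peak over basal fluorescence ratio across the kinetic read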
Target sequence (P08912 whole entry, looked up): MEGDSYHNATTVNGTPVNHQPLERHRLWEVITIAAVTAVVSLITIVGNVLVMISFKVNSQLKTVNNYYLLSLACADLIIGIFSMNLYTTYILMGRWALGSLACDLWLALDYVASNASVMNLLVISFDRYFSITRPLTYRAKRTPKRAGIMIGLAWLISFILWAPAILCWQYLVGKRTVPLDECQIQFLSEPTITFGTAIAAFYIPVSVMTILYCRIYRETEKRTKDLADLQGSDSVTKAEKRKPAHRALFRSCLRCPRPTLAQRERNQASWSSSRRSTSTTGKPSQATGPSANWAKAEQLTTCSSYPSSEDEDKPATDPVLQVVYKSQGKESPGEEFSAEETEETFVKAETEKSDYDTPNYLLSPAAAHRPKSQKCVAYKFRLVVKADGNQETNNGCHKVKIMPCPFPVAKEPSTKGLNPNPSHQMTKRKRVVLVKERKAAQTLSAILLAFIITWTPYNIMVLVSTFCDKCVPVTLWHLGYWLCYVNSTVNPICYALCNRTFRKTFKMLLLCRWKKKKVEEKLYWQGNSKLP
CRFR2-BP antag – antagonists of CRF-BP/CRF-R2 complex, primary screen, cell-based, HEK293, calcium dye fluorescence, uHTS. inhibition, % at 11.8 µM. CRF-induced calcium fluorescence. 0.59% of 350,000 active;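 active = inhibition of the ligand-induced calcium signal above about 50% at the single tested concentration, limit read from the data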
IDE cell inh – human IDE inhibitors in live cells, primary screen, fluorescence polarization, HEK cells, FAbetaB substrate; 0.41% of 320,000 active; inhibition, % at 5.59 µM; Insulin-degrading enzyme (Homo sapiens), P14735; FAbetaB cleavage; AID 434962, 2010;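 active = percent inhibition above the average of all tested compounds plus 3 SD, set per screening campaign, cut at about 16% in these data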;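 also: IDE supplied by intact live HEK cells; FP after avidin binding of uncleaved biotin substrate so inhibition keeps polarization high; 0% = DMSO wells and 100% = 60 µM reference IDE inhibitor Ii1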
M5 PAM – human M5 muscarinic receptor positive allosteric modulators, primary screen, CHO-K1 cells, Fluo-8 calcium fluorescence. CHO-K1 hM5, ACh EC20 PAM; 0% = ACh EC20, 100% = ACh EC100. activation, % at 3 µM. AID 624038, 2012. 0.3% of 360,000 active;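 active = activation above the run cutoff, the mean activation of all test compounds plus 3 SD, cut at about 18% in these data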
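Probe or stimulus: acetylcholine, EC20 level; Assay system: human M5 receptor in CHO-K1 cells; Schedule: compound preincubation 140 s before EC20 acetylcholine addition; Technique: intracellular calcium via Fluo-8 fluorescence; Dosing: single-point, 3 µM nominal; Read-out basis: percent activation from peak-over-basal fluorescence ratio, scaled EC20-to-EC100 acetylcholine; Repeats: one well per compound, no replicates.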
CHRM4 antagonist – human M4 muscarinic receptor antagonists, primary screen, CHO cells, Fluo-8 calcium fluorescence. Muscarinic acetylcholine receptor M4 (Homo sapiens), P08173. CHO-hM4 cells, ACh EC80. inhibition, % at 3 µM. 0.73% of 360,000 active. AID 624125, 2012;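 active = inhibition above its plate's cutoff, the mean inhibition of sample wells plus 3 SD, cut at about 27% in these data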;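 also: 0% = acetylcholine EC80 with DMSO and 100% = DMSO without agonist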
CRFBP-R2 agonist – agonists of CRF-BP/CRF-R2 complex, primary screen, cell-based, HEK293, calcium dye fluorescence, uHTS; CRF-binding protein / CRF receptor 2 complex (human); calcium dye fluorescence (FLIPR); percent of saturating CRF peptide response; activation, % at 13.2 µM; 0.46% of 350,000 active; AID 588473, 2011;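 active = activation of at least 50%, plus an integration ratio under a set limit after plate pattern correction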;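 also: plate controls were neutral control wells without compound for no effect and CRF at EC100 for full effect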
CHRM4 agonist – human M4 muscarinic receptor agonists, primary screen, CHO-K1 cells, Fluo-8 calcium fluorescence. CHO-K1 hM4/Gqi5; vehicle 0%, full acetylcholine response 100%. activation, % at 3 µM. 0.14% of 360,000 active. AID 624127, 2012;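 active = activation above the run mean over all test wells plus 3 SD, cut at about 32% in these data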;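 also: peak over basal fluorescence ratio per well then scaled between controls; 0% = DMSO wells and 100% = acetylcholine at EC100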
M5 antag – human M5 muscarinic receptor antagonists, primary screen, CHO cells, Fluo-8 calcium fluorescence. CHO-hM5 cells, ACh EC80. Muscarinic acetylcholine receptor M5 (Homo sapiens), P08912. 0.59% of 360,000 active. inhibition, % at 3 µM;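 active = inhibition above a per-plate cutoff, the mean of that plate's test compounds plus 3 SD, cut at about 27% in these data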;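 also: 0% = acetylcholine EC80 with DMSO and 100% = DMSO without agonist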
The depositor's hits bear a star; . = not tested or not shown.

SMILES | M4 PAM | M5 ag | CRFR2-BP antag | IDE cell inh | M5 PAM | CHRM4 antagonist | CRFBP-R2 agonist | CHRM4 agonist | M5 antag
CN(C)NC1CCS(=O)(=O)C1 (stereo unspecified) | -10 | 1 | 26 | 6 | 6 | 5 | -0.2 | -1 | -9
S=C(NCc1ccc(Cl)cc1)Nc1ccncc1 | -9 | 6 | -14 | -2 | -15 | 16 | 1.3 | 18 | 41*
O=C(CN1CCN(Cc2ccc(F)cc2Cl)C1=O)NCCc1ccccc1 | 0 | 1 | -3 | 1 | 0 | -16 | -0.6 | 4 | -3
Cn1c(=O)c2c([nH]c(=O)n2C)n(Cc2ccccc2)c1=O | 4 | 2 | 15 | 2 | 13 | -10 | 1.2 | 1 | -13
COc1ccc(NC(=O)C2CC(=O)N/C(=N/N=C/c3ccccc3)S2)cc1 (stereo unspecified) | -7 | 0 | 0 | 0 | 5 | -13 | -1.5 | 1 | 6
COC(=O)c1ccc(CSc2ncnc3sc(C)c(C)c23)o1 | -1 | -2 | 16 | -18 | -5 | 3 | 0.8 | 2 | 3
CCOC(=O)C1(Cc2cccc(Cl)c2)CCCN(C(=O)c2cccnc2)C1 (stereo unspecified) | -1 | -2 | 21 | 1 | -7 | -1 | -2.5 | 2 | 16
Cc1ccc(/C(N)=N/OC(=O)C(C)c2ccc([N+](=O)[O-])cc2)cc1 (stereo unspecified) | 5 | -6 | 10 | 3 | 2 | -10 | -0.7 | 0 | 0
CC(=O)N1CCc2cc(Br)cc(S(=O)(=O)NCc3ccccn3)c21 | 13 | -5 | -5 | 3 | 6 | -8 | -0.9 | 0 | -4
CCc1ccccc1NC(=O)N1CCCc2ccccc21 | 4 | -1 | 16 | . | 9 | -10 | 0.3 | 2 | -10
CCN1C(=O)[C@@H]2[C@@H](c3ccc(-c4cc(C(C)=O)cs4)cc3)N3CCC[C@@]3(C(=O)OC)[C@@H]2C1=O | -3 | 3 | 1 | . | -1 | -3 | -3.0 | 0 | 7
CC(=O)NCCn1c(SCC(=O)NCc2ccco2)nc2ccccc2c1=O | 1 | 0 | 7 | 0 | -5 | 2 | -1.9 | 0 | 9
COc1ccc(/C=C/C(=O)NC(=S)NNC(=O)c2cc(OC)c(OC)c(OC)c2)cc1 | 8 | 7 | -3 | 2 | 8 | -5 | -1.4 | 6 | 0
Cc1oc(-c2ccc(Cl)cc2)nc1CN1CCC(C(=O)NCCCN2CCCC(C)C2)CC1 (stereo unspecified) | -4 | -10 | -4 | -1 | 1 | 12 | -0.1 | 0 | -2
COC(=O)c1ccccc1NC(=O)c1ccc(NS(C)(=O)=O)cc1 | 4 | 0 | -9 | 1 | -9 | 1 | 1.8 | 5 | 1
O=C(NCc1ccccn1)c1ccc(-c2ccccc2)cc1 | 1 | 2 | 9 | 4 | 2 | -6 | 0.9 | 2 | -26
O=C(OCCc1cc2ccccc2c(=O)o1)c1ccc(C(F)(F)F)cc1 | 8 | 1 | -6 | 0 | 8 | 13 | 2.1 | 1 | -7
CCN(C[C@H]1N[C@@](Cc2ccccc2)(C(=O)OC)[C@H]2C(=O)N(Cc3ccccc3)C(=O)[C@@H]12)C(C)=O | 9 | 1 | -11 | 1 | -3 | 3 | -5.8 | 2 | 1
CN1CCN(CCN2CCn3c2nc2ccccc23)CC1 | 1 | -1 | -4 | 2 | 7 | 3 | 1.3 | 0 | -3
Clc1cccc(NCc2nnc3n2CCCCC3)c1 | 1 | 0 | -12 | -6 | 6 | -2 | 0.5 | 1 | 1
C/C(=N/NC(=O)c1ccccc1)c1ccc(NC(=O)C(F)(F)F)cc1 | 1 | -3 | -3 | 1 | 4 | 1 | -0.8 | 1 | -6
Cc1ccc(C2(c3noc(CN4CCC(C(=O)N5CCOCC5)CC4)n3)CCCC2)cc1 | 4 | 2 | -2 | -1 | 6 | 1 | -1.0 | 1 | -3
CCOC(=O)C1=CCN(S(=O)(=O)c2ccc(Br)cc2)C1c1ccccc1 (stereo unspecified) | -5 | -1 | . | . | -4 | 1 | . | 5 | 2
O=C(CSCC(=O)Nc1ccccc1)N/N=C/c1c(O)ccc2ccccc12 | 2 | 1 | -28 | 2 | -6 | -5 | 18 | 11 | 2
CCOc1ccc2nc(COC(=O)c3ccco3)c(C(C)=O)[n+]([O-])c2c1 | -8 | -2 | -11 | 5 | -5 | -5 | -0.5 | 2 | -1

Complete entries as entered above. Values in the order: M4 PAM	M5 ag	CRFR2-BP antag	IDE cell inh	M5 PAM	CHRM4 antagonist	CRFBP-R2 agonist	CHRM4 agonist	M5 antag
Record of COC(=O)c1ccc(CSc2ncnc3sc(C)c(C)c23)o1 : -1	-2	16	-18	-5	3	0.8	2	3
Record of Cn1c(=O)c2c([nH]c(=O)n2C)n(Cc2ccccc2)c1=O : 4	2	15	2	13	-10	1.2	1	-13
Record of COc1ccc(/C=C/C(=O)NC(=S)NNC(=O)c2cc(OC)c(OC)c(OC)c2)cc1 : 8	7	-3	2	8	-5	-1.4	6	0

Later entries:
SMILES | M4 PAM | M5 ag | CRFR2-BP antag | IDE cell inh | M5 PAM | CHRM4 antagonist | CRFBP-R2 agonist | CHRM4 agonist | M5 antag
O=C(NCCCN1CCN(c2ccccc2F)CC1)C1CCC(=O)N1C1CCCC1 (stereo unspecified) | 2 | -4 | 2 | 0 | -2 | -15 | 0.8 | 1 | -3
O=c1[nH]cnc2ncc(-c3ccc(O)cc3)nc12 | 18 | -1 | 6 | 4 | 1 | -6 | -1.4 | 0 | 10
O=C(COC(=O)c1oc2ccccc2c1COc1ccccc1)NCCN1C(=O)CSC1=O | -1 | 0 | -11 | -2 | -5 | -12 | 0.9 | 12 | 1
O=C(N/C(=C\c1ccco1)C(=O)N1CCOCC1)c1ccccc1Cl | 3 | -3 | 27 | -1 | -6 | -6 | 0.3 | 1 | 19
O=C(NCCS(=O)(=O)NCc1ccco1)c1ccccc1 | 5 | 2 | -5 | 0 | -2 | -14 | 2.0 | 3 | 4
COC(=O)c1ccc(C)c(NC(=O)CCc2ccc(OC)c(OC)c2)c1 | 10 | 0 | 17 | 2 | 2 | -8 | -0.9 | 1 | -1
COC(=O)c1cc2ccccn2c2c(C(=O)OC)c(C(=O)OC)cc1-2 | -1 | 1 | 23 | 1 | -5 | -2 | -1.9 | 7 | -1
O=S(=O)(c1ccc(F)cc1)N1CCN(C(=S)NC2CC2)CC1 | 7 | 1 | -4 | 0 | -4 | -14 | 1.5 | 2 | 0
COc1ccccc1C#Cc1ccc2c(=O)c3ccccc3n(C)c2c1 | 13 | 3 | -2 | 6 | 0 | -7 | -1.1 | 0 | 12
CS(=O)(=O)Oc1ccc2c(c1)O/C(=C\C=C\c1ccccc1)C2=O | -3 | 8 | -12 | 33* | 3 | 9 | 0.7 | 3 | 7
O=[N+]([O-])c1ccc(Cl)c(/C=N/n2c(-c3ccncc3)n[nH]c2=S)c1 | 10 | 0 | -4 | 1 | 4 | -12 | -2.1 | 1 | -8
C/C(=N\NC(=O)c1ccc(Br)cc1)c1cccnc1 | -2 | -3 | 3 | . | -7 | 5 | -0.3 | 0 | 24
O=S(=O)(NCCc1csc(-c2cccnc2)n1)c1cccs1 | -6 | 4 | 7 | 4 | -5 | 8 | -0.8 | 6 | 1
Cc1ccc(-c2noc(-c3ccoc3C)n2)cc1 | 12 | -1 | -45 | -1 | 3 | -4 | -0.8 | 0 | 2
COc1ccc(C)cc1S(=O)(=O)Nc1ccccc1C | 5 | -6 | -14 | 1 | 3 | 6 | -1.1 | 0 | -2
Cc1ccc(N(CC(=O)N2CCc3ccccc32)C2=NC(=O)CS2)cc1 | 7 | 8 | -28 | 1 | 3 | 13 | 0.1 | 3 | 0
CCN1C(N(C)CCc2c[nH]c3ccccc23)=N[C@@H](c2cccc(C(F)(F)F)c2)C(C(=O)OC)=C1C | 2 | 0 | -17 | 2 | 12 | 14 | 12 | 16 | -5
O=C(COC(=O)c1cc(-c2cccs2)nc2ccccc12)NCc1ccco1 | 5 | 4 | -1 | 5 | -6 | 13 | -1.4 | 5 | 1
COc1ccc(C(=O)Nc2ccc(S(=O)(=O)NC(C)=O)cc2)cc1 | 13 | -1 | 10 | -1 | -1 | -8 | -1.0 | 1 | 2
CC(=O)c1ccc(N=C2SCCCN2C(=O)C2CCCC2)cc1 | 6 | -3 | 21 | 0 | 2 | -1 | -0.6 | 1 | 13
Cc1cc(=O)oc2cc(OCC(=O)Nc3cccc(S(=O)(=O)N(C)C)c3)ccc12 | 2 | 0 | 15 | 2 | 0 | 7 | -1.5 | 0 | -4
O=C(NCc1ccco1)C(Cc1ccccc1)N1C(=O)c2ccccc2C1=O (stereo unspecified) | -3 | -3 | -1 | -1 | -7 | -2 | -1.6 | 3 | -8
O=C(NCc1ccco1)c1cc2ccccc2o1 | 0 | -1 | -12 | 3 | 1 | -2 | -0.8 | 0 | -2
S=c1[nH]nc(-c2ccccc2)n1Cc1ccccc1 | 9 | -13 | -2 | 1 | 1 | -11 | 0.2 | 0 | -8
O[C@@H]1C[C@H](c2ccc(Cl)cc2)N(Cc2cccs2)C[C@H]1n1cc(-c2ccc(F)cc2)nn1 | 0 | 0 | 10 | . | 8 | -6 | 1.1 | 1 | -11
Remaining list, next part
SMILES | M4 PAM | M5 ag | CRFR2-BP antag | IDE cell inh | M5 PAM | CHRM4 antagonist | CRFBP-R2 agonist | CHRM4 agonist | M5 antag
COc1ccc2[nH]cc(CCNC(=O)COc3cc(C)cc4oc(=O)cc(C)c34)c2c1 | -13 | 2 | 8 | 0 | -15 | 8 | 1.4 | 14 | 7
Cc1cccnc1C(NC(=O)C1CCN(Cc2cn(C)c3ccccc23)CC1)c1ccc(Cl)cc1 (stereo unspecified) | -4 | 2 | . | . | -4 | 8 | . | 23 | 8
COc1cccc(NC(=O)CCC(=O)Nc2ccc3nc(N4CCOCC4)cc(C)c3c2)c1 | -8 | -1 | 4 | -5 | -6 | 0 | 2.0 | 14 | 20
O=C(NNC(=O)c1cc(S(=O)(=O)N2CCCCC2)ccc1Cl)c1ccccc1O | 0 | 0 | 3 | -6 | 2 | 5 | -1.0 | 1 | 9
COC(=O)C(Cc1ccccc1)NC(=O)CCc1c[nH]c2ccccc12 (stereo unspecified) | -3 | -2 | -6 | 4 | -5 | 6 | -2.3 | 3 | 6
COc1ccccc1-c1cc(C(=O)N2CCN(c3ccc(F)cc3)CC2)no1 | 4 | -1 | -28 | 2 | -3 | 5 | 2.6 | -1 | 12
COc1ccccc1-c1nc(C#N)c(N2CC(C)CC(C)C2)o1 (stereo unspecified) | 8 | -5 | 19 | 9 | 6 | 1 | 0.3 | 0 | 7
C/C(=C(\C#N)C(=O)NCc1ccccc1)N(C)C | 3 | -1 | 4 | 0 | 3 | 5 | 2.1 | 0 | -3
CN1OC[C@@H]2CN(C(=S)Nc3ccc(C#N)cc3)[C@H](c3ccc(N4CCCCC4)cc3)C[C@@H]21 | 2 | 1 | . | . | 1 | -9 | . | 2 | -7
CCOC(=O)C1=C(C)c2ccccc2OC1C(=O)OCC (stereo unspecified) | 10 | 0 | 28 | . | -2 | -13 | -3.1 | 0 | -6

Screening results deposited in PubChem by several laboratories.
